# GIRK2 activator = GIRK2 channel activators by thallium flux; 34,000 tested, under 10 active; AID 1259324; activation (% efficacy), % for hits at 37.5 µM; HEK293 GIRK2/NPY4 cells, thallium flux fluorescence;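 active = primary screen hit, no activity in plain HEK293 cells, and in GIRK2-only cells above 5% efficacy rising with concentration; inactive = the rest, including fluorescent compounds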;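 also: efficacy is normalized control-subtracted fluorescence 15 s after thallium addition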
# Target sequence (P48051 whole entry, looked up): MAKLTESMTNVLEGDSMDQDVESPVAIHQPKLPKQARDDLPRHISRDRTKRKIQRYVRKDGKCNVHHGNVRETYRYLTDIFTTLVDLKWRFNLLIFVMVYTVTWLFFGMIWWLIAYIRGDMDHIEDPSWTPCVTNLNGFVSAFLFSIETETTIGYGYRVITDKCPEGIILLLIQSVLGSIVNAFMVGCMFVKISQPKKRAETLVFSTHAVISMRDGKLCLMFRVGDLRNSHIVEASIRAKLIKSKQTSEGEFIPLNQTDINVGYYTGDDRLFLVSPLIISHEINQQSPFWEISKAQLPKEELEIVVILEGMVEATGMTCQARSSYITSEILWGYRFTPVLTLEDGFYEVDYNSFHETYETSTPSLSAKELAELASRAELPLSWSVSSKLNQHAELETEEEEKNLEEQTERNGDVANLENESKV
# Calls only; i = inactive. Only part of the results is shown, so the mix of outcomes need not match the whole.
SMILES,GIRK2 activator
CS(=O)(=O)c1ccc(NC(=O)Cn2cc(-c3ccccc3)c(N3CCOCC3)n2)cc1,i
COCCNC(=O)Cc1ccc(NC(=O)C2CC2)cc1,i
COC(=O)c1ccc(CN(c2cccc(F)c2)S(=O)(=O)c2ccc3nncn3c2)o1,i
CCC(C(=O)Nc1c2c(nn1CC(=O)NCCOC)CSC2)c1ccccc1 (configuration not stated),i
CS(=O)(=O)N1CCCC(C(=O)Nc2nc(-c3ccc4c(c3)OCO4)cs2)C1 (configuration not stated),i
CCOc1ccccc1NC(=O)C(=O)NCC1CCN(c2ccccn2)CC1,i
CC(C)c1ccc(S(=O)(=O)NCC2CCN(Cc3cccs3)CC2)cc1,i
O=C(C1CC1)N1CCc2ccc(NS(=O)(=O)c3ccc4c(c3)OCCO4)cc21,i
O=C(NCCn1nc(-c2cccnc2)ccc1=O)c1cccc(-n2cnnn2)c1,i
CCn1nc(C)cc1C(=O)N1CCNC(=O)C1(C)C,i
O=C(c1ccccc1C(F)(F)F)N(Cc1ccsc1)Cc1ccccn1,i
CC(C)c1nnc(C2CCN(CC(=O)Nc3cccc(C(F)(F)F)c3)CC2)o1,i
O=C(NCCCn1ccnc1)c1nn(-c2ccc(F)cc2)cc1OCc1ccccc1,i
CCn1c(=O)c(C(=O)NCCc2cccc(OC)c2)cc2cccnc21,i
COc1ccc(Cl)cc1NC(=O)CN1CCN(C(=O)N2CCOCC2)CC1,i
O=C(CN1C(=O)CCC1=O)N1CC(c2nc(-c3ccsc3)no2)C1,i
CN1C(=O)N(C)C2(CCN(C(=O)c3ccc(F)cc3Cl)CC2)C1=O,i
CCn1c(SCC(N)=O)nnc1-c1cn(C)nc1OC,i
COc1ccccc1NC(=O)CSc1nnc(-c2cc(C)oc2C)o1,i
COc1ccc(C)cc1NC(=O)C(=O)NCc1ccccc1F,i
CC(=O)NCCc1nc2ccccc2n1CCCOc1ccccc1,i
CC(C)c1nnc(NC(=O)/C=C/c2ccco2)s1,i
CCOC(=O)c1c(SCC(=O)Nc2ccc(OC)cc2)nc(=O)[nH]c1C,i
CCC(C)n1c(C)cn2c3c(=O)n(Cc4c(F)cccc4Cl)c(=O)n(C)c3nc12 (configuration not stated),i
O=C(Cc1cc(-c2ccco2)on1)NCCCn1ccnc1,i
CCN(CC)C(=O)Cn1c(Cc2ccc(Cl)cc2)nc2ccccc21,i
COCCCNc1nc2c(c(=O)n(C)c(=O)n2C)n1CC(O)c1ccccc1 (configuration not stated),i
CNC(=O)Cn1nnn(-c2ccc(NC(=O)/C=C/c3ccccc3)cc2)c1=O,i
Cc1cc(C2CCCCC2)ccc1O,i
COc1ccc(CC(=O)Nc2c3c(nn2C)CCC3)cc1C,i
O=C(Cc1ccccc1)N1CCCC(c2nnc(Cc3ccc(F)cc3)o2)C1 (configuration not stated),i
COc1ccccc1NC(=O)N1CCC(CNC(=O)C(=O)Nc2ccc(C)c(F)c2)CC1,i
COc1ccc(NC(=O)Nc2ccccc2)cc1N1CCCCC1=O,i
O=S(=O)(c1cccc(Cl)c1)N1CCN(c2ccc3nnc(-c4ccco4)n3n2)CC1,i
CCCCC1CCC(C(=O)NCCCn2nc(-c3ccncc3)ccc2=O)CC1 (configuration not stated),i
O=C1COc2ccc(Cl)cc2N1Cc1nc(-c2cccc(C(F)(F)F)c2)no1,i

# Rewritten tab-delimited: 16 of the compounds above.
smiles	GIRK2 activator
CCn1c(SCC(N)=O)nnc1-c1cn(C)nc1OC	i
COc1ccccc1NC(=O)CSc1nnc(-c2cc(C)oc2C)o1	i
COc1ccc(C)cc1NC(=O)C(=O)NCc1ccccc1F	i
CC(=O)NCCc1nc2ccccc2n1CCCOc1ccccc1	i
CC(C)c1nnc(NC(=O)/C=C/c2ccco2)s1	i
CCOC(=O)c1c(SCC(=O)Nc2ccc(OC)cc2)nc(=O)[nH]c1C	i
CCC(C)n1c(C)cn2c3c(=O)n(Cc4c(F)cccc4Cl)c(=O)n(C)c3nc12 (configuration not stated)	i
O=C(Cc1cc(-c2ccco2)on1)NCCCn1ccnc1	i
CCN(CC)C(=O)Cn1c(Cc2ccc(Cl)cc2)nc2ccccc21	i
COCCCNc1nc2c(c(=O)n(C)c(=O)n2C)n1CC(O)c1ccccc1 (configuration not stated)	i
CNC(=O)Cn1nnn(-c2ccc(NC(=O)/C=C/c3ccccc3)cc2)c1=O	i
Cc1cc(C2CCCCC2)ccc1O	i
COc1ccc(CC(=O)Nc2c3c(nn2C)CCC3)cc1C	i
O=C(Cc1ccccc1)N1CCCC(c2nnc(Cc3ccc(F)cc3)o2)C1 (configuration not stated)	i
COc1ccccc1NC(=O)N1CCC(CNC(=O)C(=O)Nc2ccc(C)c(F)c2)CC1	i
COc1ccc(NC(=O)Nc2ccccc2)cc1N1CCCCC1=O	i

# Next records:
SMILES,GIRK2 activator
O=C(c1cccs1)N1CCc2ccc(NS(=O)(=O)c3ccc4c(c3)OCCO4)cc21,i
CCc1ccc(S(=O)(=O)Nc2ccc(OC)c(N3CCCCC3=O)c2)s1,i
CCCCCNC(=O)CCc1csc(NS(=O)(=O)c2ccc(F)cc2)n1,i
COc1ccc(CC(=O)Nn2cnc3c(cnn3C(C)(C)C)c2=O)cc1,i
CN1CCN(S(=O)(=O)c2ccc(C(=O)Nc3cccnc3)o2)CC1,i
O=C(NCCCn1nc(-c2ccco2)ccc1=O)c1cc2ccccc2oc1=O,i
Cc1ccsc1C(O)CNC(=O)C(c1ccccc1)c1ccccc1 (configuration not stated),i
COc1ccc(CCNc2cc(C)nc3c(-c4ccccc4OC)c(C)nn23)cc1OC,i
COc1ccccc1N1CCN(C(=O)c2cccc(N3C(=O)C(C)CS3(=O)=O)c2)CC1 (configuration not stated),i
Cc1ccc(C(=O)Nc2ccc(SCC(=O)NCc3cccs3)nn2)cc1,i
NC(=O)C1Cc2ccccc2N1C(=O)c1ccc2c(c1)OCO2 (configuration not stated),i
COc1ccc(Cc2nnc(SCC(=O)Nc3ccc(NC(C)=O)cc3)n2N)cc1,i
Cc1cc(-c2nnc(NC(=O)CCCS(=O)(=O)c3ccc(F)cc3)o2)n(C)n1,i
CN(c1ccsc1C(=O)Nc1ccc(Oc2ccccc2)cc1)S(=O)(=O)c1ccccc1,i
COc1ccc(CCC(=O)Nc2ccc(C)c(N3CCCCC3=O)c2)cc1,i
COc1ccc(NC(=O)c2ccc3c(c2)OCCO3)cc1OC,i
Cn1c(=O)c(C(=O)N2CCc3ccccc3C2)cc2cccnc21,i
COC(=O)c1sccc1S(=O)(=O)NCC1CCN(C(=O)Oc2ccccc2)CC1,i
COc1ccc(C(CNC(=O)C(=O)Nc2ccccc2[N+](=O)[O-])N2CCOCC2)cc1 (configuration not stated),i
Cc1cc(=O)n(CC(=O)Nc2ccc(F)c(C(F)(F)F)c2)cn1,i
Cc1cc(C)cc(C(=O)NCCn2ncc3c(N4CCN(Cc5ccccc5)CC4)ncnc32)c1,i
CC(=O)N1CCN(c2oc(-c3ccc(F)cc3)nc2S(=O)(=O)c2ccc(C)cc2)CC1,i
C=CCN(CC=C)S(=O)(=O)c1ccc(C(=O)Nc2nnc(-c3ccc(C)c(C)c3)o2)cc1,i
CNC(=O)C(=O)Nc1ccc2c(c1)N(C(=O)C(C)C)CCC2,i
Cc1ccccc1Cn1cc(C(=O)Nc2cccc(Cl)c2)ccc1=O,i
COc1ccc(S(=O)(=O)CCC(=O)Nc2nc3ccc(C)cc3s2)cc1,i
COCCNC(=O)NCC1CCN(C(=O)NC(C)(C)C)CC1,i
CSCCn1c(=NC(=O)c2cc(C)no2)sc2cc(S(C)(=O)=O)ccc21,i
O=C1CCCN1c1cccc(NS(=O)(=O)c2ccc3c(c2)OCCO3)c1,i
COc1ccc2nc(-c3ccc(C)c(NC(=O)Nc4ccc(OC)c(OC)c4)c3)cn2n1,i
N=c1c(C(=O)NC2CCCC2)cc2c(=O)n3ccccc3nc2n1C1CCCC1,i
COc1ccc(OC)c(COCC(O)CNC(C)C)c1 (configuration not stated),i
Cc1ccc(NC(=O)Cn2cnc3nc(-c4cccnc4)ncc3c2=O)cc1F,i
Cc1cc(C)n(-c2cc(N3CCCC(C(=O)Nc4c(C)n(C)n(-c5ccccc5)c4=O)C3)ncn2)n1 (configuration not stated),i
O=C(NCc1ccc2c(c1)OCO2)c1csc(NS(=O)(=O)c2ccccc2)n1,i
CCOc1cccc2cc(C(=O)N3CC(C)CC(C)C3)c(=O)oc12 (configuration not stated),i
COc1cccc(-c2cc(CC(=O)N3CCN(C(C)=O)CC3)no2)c1,i
CCOc1ccc(-c2cc(=O)n(CC(=O)NCCn3nc(-c4ccc(F)cc4)ccc3=O)cn2)cc1,i
COc1cccc(C(CNC(=O)C(=O)Nc2ccc(C)cc2)N2CCOCC2)c1 (configuration not stated),i
CCOC(=O)c1cn[nH]c1S(=O)(=O)NCc1cccc(OC)c1,i
Cc1cc(NC(=O)Cc2ccccc2)n(-c2nc3c(cnn3-c3cccc(C)c3C)c(=O)[nH]2)n1,i
O=S(=O)(NCCOc1ccc(-c2ccc(F)cc2)nn1)c1ccc(Br)cc1,i
Cc1ccc2nc3c(cc(C(=O)N4CCc5ccccc5C4)n3C)c(=O)n2c1,i
Cn1cccc1CN(C(=O)c1ccc2c(c1)OCO2)C1CC1,i
COc1ccc(Cl)cc1C(=O)NCC(c1ccc(C)cc1)N1CCOCC1 (configuration not stated),i
CN1CC(NC(=O)/C=C/c2ccc3c(c2)OCO3)CC1=O (configuration not stated),i
O=C(C1COCC(=O)N1Cc1ccccc1)N1CCn2c1nc1ccccc12 (configuration not stated),i
COc1cc2nc(SCC(=O)NCc3ccccc3Cl)n3nc(C)nc3c2cc1OC,i
Cc1cc(C(=O)N2CCOCC2)nn1CC(=O)N(C)C1CCN(C)CC1,i
CC(Oc1ccccc1Cl)C(=O)NCCn1nc(-n2cccn2)ccc1=O (configuration not stated),i
COc1ccccc1OCC(=O)Nc1ccc2c(c1)N(C(=O)c1ccco1)CC2,i
Cc1ccc(S(=O)(=O)CCCC(=O)Nc2nc(-c3ccccn3)cs2)cc1,i
Cc1ccc(S(=O)(=O)NCC2(O)CCOCC2)cc1Cl,i
COc1ccccc1-c1ccc(N2CCC(C(=O)N3CCN(c4ccccc4OC)CC3)CC2)nn1,i
O=C(CS(=O)(=O)Cc1ccccc1)N(Cc1cccnc1)c1nc2ccccc2s1,i
O=S(=O)(NCC1CCN(c2ncccn2)CC1)c1ccccc1Cl,i
CCC(C)(C)OCC(O)CN1CCC(Cc2ccccc2)CC1 (configuration not stated),i
CCn1c(SCC(=O)Nc2ccc3c(c2)OCCO3)nc2c(-c3ccccc3)c[nH]c2c1=O,i
O=C(Cc1csc(-n2cccc2)n1)Nc1ccc2c(c1)OCCO2,i
O=C(C1CCN(c2ccc(-c3cccs3)nn2)CC1)N1CCOCC1,i

# (listing goes on)
SMILES,GIRK2 activator
CCC(C(=O)Nc1cc(-c2ccco2)nn1-c1nc(C)c(C)c(=O)[nH]1)c1ccccc1 (configuration not stated),i
CC(O)(CNC(=O)Cn1c(=O)oc2ccccc21)c1ccc(-c2ccccc2)cc1 (configuration not stated),i
CCOC(=O)N1CCc2nc(NC(=O)CCCSc3ccc(OC)cc3)sc2C1,i
Cc1[nH]c(=O)[nH]c(=O)c1CC(=O)NCc1ccccc1,i
CCn1ccc(C(=O)N(Cc2ccccc2)c2nc3ccc(Cl)cc3s2)n1,i
O=C(CC(C(=O)O)N1CCCCC1)Nc1cccnc1 (configuration not stated),i
CC(C)c1nnc(C2CCN(Cc3cccc(C(F)(F)F)c3)CC2)o1,i
CCOC(=O)c1sc(NC(=O)COc2ccc(C)cc2C(C)(C)C)nc1C,i
O=C(Nc1nnc(Cc2cccs2)o1)c1ccccc1,i
CCCc1nnsc1C(=O)Nc1ccc2c(c1)N(C(=O)c1cccs1)CC2,i
CCOC(=O)c1sc(NC(=O)CCS(=O)(=O)c2ccc(OC)cc2)cc1C,i
CS(=O)(=O)N1CCC(CNC(=O)c2cccs2)CC1,i
Cc1nc(N2CCN(Cc3ccccc3)CC2)nc(N2CCCCC2)c1[N+](=O)[O-],i
Cc1cc(Cl)cc2sc(NC(=O)CS(=O)(=O)Cc3ccccc3)nc12,i
Cc1cc(NC(=O)CCS(=O)(=O)c2ccc(Cl)cc2)on1,i
O=C(CCCS(=O)(=O)c1ccccc1)Nc1ccc(O)c(-c2nc3ccccc3s2)c1,i
Cc1c(C(=O)NCCc2ccccc2)nnn1-c1ccc(Br)cc1,i
CS(=O)(=O)N1N=C(c2cc(Cl)ccc2Cl)CC1c1ccc2nccnc2c1 (configuration not stated),i
O=C(COc1ccc(Cl)cc1)N1CCC(c2ccsc2)CC1,i
CSCCC(C)(O)CNC(=O)COc1ccccc1C (configuration not stated),i
COc1ccc(-c2coc3c4c(ccc3c2=O)OCN(C2CC(C)(C)NC(C)(C)C2)C4)cc1OC,i
O=C(Oc1ccnc2cc(Cl)ccc12)N1CCCC1,i
O=C(CCC1CCCCC1)NCCCn1nc(-c2ccco2)ccc1=O,i
Cc1ccccc1-c1ccc(N2CCN(C(=O)c3cncc(Br)c3)CC2)nn1,i
O=C(Nc1cccc(N2CCCCC2=O)c1)C(=O)NC1CCCC1,i
COCCCNC(=O)C(=O)Nc1c2c(nn1C(C)(C)C)CS(=O)(=O)C2,i
O=C(NCC1(O)CCCC1)c1nc2ccccc2s1,i
CN(C)S(=O)(=O)N1CCN(Cc2nnnn2-c2ccc(Cl)cc2)CC1,i
CN(Cc1ccccc1)c1nc2c(c(=O)n(C)c(=O)n2C)n1CC(=O)O,i
COc1ccc(OC)c(NC(=O)Cn2cnc3c(-c4ccccc4)csc3c2=O)c1,i
COc1ccc(NC(=O)c2nnn(Cc3ccc(Br)cc3)c2N)cc1OC,i
CN(CC(=O)NC1CNC(=O)C1)S(C)(=O)=O (configuration not stated),i
O=C(NCc1ccc(F)cc1)N1CCC(c2nc3ccccc3[nH]2)CC1,i
CS(=O)(=O)c1ccc(NC(=O)C2CCN(S(C)(=O)=O)CC2)cc1,i
CCCS(=O)(=O)N1CCC2(CC1)NC(=O)N(CCc1ccccc1)C2=O,i
CN1CCOc2ccc(NC(=O)c3ccsc3)cc2C1=O,i
O=C(/C=C/c1ccccc1)N1CCC(c2nnc(-c3ccco3)o2)CC1,i

# Given bar-delimited: two of the compounds above.
compound | GIRK2 activator
O=C(C1CC1)N1CCc2ccc(NS(=O)(=O)c3ccc4c(c3)OCCO4)cc21 | i
COc1ccccc1-c1ccc(N2CCC(C(=O)N3CCN(c4ccccc4OC)CC3)CC2)nn1 | i
